Bioassay records as filed in PubChem BioAssay.
CRFBP-R2 agonist: agonists of CRF-BP/CRF-R2 complex, primary screen, cell-based, HEK293, calcium dye fluorescence, uHTS; calcium dye fluorescence (FLIPR); percent of saturating CRF peptide response; activation, % at 13.2 µM; 350,000 compounds, 0.46% hits; CRF-binding protein / CRF receptor 2 complex (human); AID 588473, 2011;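 active means activation of at least 50%, plus an integration ratio under a set limit after plate pattern correction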;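 further: plate controls were neutral control wells without compound for no effect and CRF at EC100 for full effect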
CRFR2-BP antag: antagonists of CRF-BP/CRF-R2 complex, primary screen, cell-based, HEK293, calcium dye fluorescence, uHTS; CRF-induced calcium fluorescence; inhibition, % at 11.8 µM; 350,000 compounds, 0.59% hits;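 active means inhibition of the ligand-induced calcium signal above about 50% at the single tested concentration, limit read from the data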
GalR3 antag: GalR3 antagonists in HEK293 cells, primary screen, cell-based, fluorescence readout; Galanin receptor type 3 (Homo sapiens), O60755; HEK293 GalR3-CNG cAMP membrane potential fluorescence; galR3 body fused to GalR1 C-terminus; inhibition, % at 3 µM; 360,000 compounds, 0.44% hits;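 active means inhibition above the screen-wide average plus 3 SD, cut at about 13% in these data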;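 further: forskolin and galanin both at EC90 stimulate the cells; cAMP rise reported by CNG channel membrane potential dye signal; 0% = forskolin plus galanin with DMSO and 100% = forskolin alone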
Target sequence (O60755 1-299 limits assumed): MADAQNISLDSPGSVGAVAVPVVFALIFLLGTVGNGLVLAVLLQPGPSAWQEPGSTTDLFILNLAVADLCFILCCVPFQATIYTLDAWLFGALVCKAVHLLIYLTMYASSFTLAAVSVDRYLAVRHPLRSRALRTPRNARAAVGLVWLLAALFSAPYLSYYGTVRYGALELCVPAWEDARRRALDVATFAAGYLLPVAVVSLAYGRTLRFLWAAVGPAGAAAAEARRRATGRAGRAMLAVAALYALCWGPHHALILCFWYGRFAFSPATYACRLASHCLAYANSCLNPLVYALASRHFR
* = called active by the depositor.

CRFBP-R2 agonist	CRFR2-BP antag	GalR3 antag	Molecule
0.2	14	-7	Cc1ccnc(NC(=O)c2ccc(OCc3c(C)noc3C)cc2)c1
-0.1	4	1	Cc1cc(NC(=O)CSc2nc(C)c(C)n2CC(C)C)no1
-3.6	8	4	O=C1OCCN1N1CCOC1=O
0.2	46	-8	CCOC(=O)C1C(=O)C=C(c2ccccc2)CC1c1ccccc1 (centres undefined)
-6.0	-15	-3	O=C(COC(=O)c1ccc(Cl)cc1)NCC1CCCCC1
-2.8	27	-4	CC(C)OC(=O)C1OC1(C)c1ccccc1 (centres undefined)
-0.7	0	0	CC1CCCCC12NC(=O)N(CC(=O)Nc1sccc1C(N)=O)C2=O (centres undefined)
0.8	10	2	CCOc1ccc(CCNC(=O)COC(=O)c2nc(Cl)ccc2Cl)cc1OCC
-0.2	3	-2	Cc1noc(C)c1CSCC(=O)Nc1cccc(C(F)(F)F)c1
0.5	-1	0	Cc1ccc(S(=O)(=O)N(C)c2ccc(OC(=O)CN3C(=O)NC4(CCCC4)C3=O)cc2)cc1C
-1.6	-3	-8	CN(C(=O)c1ccc(NC(=O)Cc2cccc(NC(=O)C3CCCN(C(=O)C4CCC4)C3)c2)cc1)C1CC1 (centres undefined)
-1.9	26	-5	c1ccc(N=NC2=NN(c3ccccc3)CS2)cc1
-1.2	-2	-3	CC(C)CN1CCN=C1N(C)C
0.2	0	-8	CCOC(=O)[C@H](C)N1[C@H](C)[C@H](c2ccccc2)Oc2ccc(Cl)cc2S1(=O)=O
0.1	-8	-6	COc1cccc(CNC(=O)COC(=O)CCS(=O)(=O)c2ccc(C)cc2)c1
-0.9	12	-3	O=C(COC(=O)c1ccc(Cl)nc1)Nc1cccnc1Cl
1.0	-16	-1	CC(OC(=O)CCC1CCCCC1)C(=O)Nc1ccc(S(N)(=O)=O)cc1 (centres undefined)
-0.6	-5	-2	COc1ccc2oc(C(=O)OCC(=O)Nc3ccc(N4CCOCC4)cc3)c(C)c2c1
3.1	-7	-4	COc1ccc(NC(=O)CN(C)C(=O)CSCc2ccc(C)cc2)cc1
1.2	-7	-2	O=[N+]([O-])c1cccc(-c2nnnn2-c2cccc(F)c2)c1
-1.8	-17	3	O=C(O)c1cccc(S(=O)(=O)Nc2ccccc2Oc2ccccc2)c1
-2.2	-10	-8	COc1ccccc1NS(=O)(=O)c1cc(N)ccc1N1CCOCC1
-0.2	9	-5	COC(=O)c1ccc(CNC(=O)COC(=O)c2cc(Cl)ccc2O)cc1
-0.7	4	-1	C/C(=N\OCC(=O)OCC(=O)Nc1cc(S(C)(=O)=O)ccc1Cl)c1ccc2c(c1)OCO2
-3.0	-3	-5	O=C(CCc1ccccc1)N[C@@H]1c2ccccc2CC[C@@H]1OCc1ccccc1
-1.6	3	-6	CCCCCCCCNCCS(=O)(=O)NC1CCCCC1
3.3	32	4	Cc1cccc2cccnc12
1.8	1	-6	CN(CC1COc2ccccc2O1)C(=O)c1cccc(S(=O)(=O)N2CCCC2)c1 (centres undefined)
6.0	-3	-1	O=C(O)c1ccc(S(=O)(=O)N2CCC3(CC2)CC(=O)c2ccccc2O3)cc1
-5.5	4	-3	CC1CCC2(CC1)NC(=O)N(CC(=O)Nc1cc(S(=O)(=O)N3CCCC3)ccc1Cl)C2=O (centres undefined)
2.5	-5	-2	CCN1C(=O)[C@@H]2[C@@H](c3ccc(-c4ccc(Cl)c(Cl)c4)c(OC)c3)N3CCC[C@@]3(C(=O)OC)[C@@H]2C1=O
-1.9	-17	-6	CC(C)(CN1CCCN(CC(C)(C)C(=O)O)C1=O)C(=O)O
25	-10	-6	CC1CN(S(=O)(=O)c2ccc(C(=O)N(C)C3CCCCC3)cc2)CC(C)O1 (centres undefined)
0.2	2	-1	O=C(c1cc(S(=O)(=O)N2CCOCC2)c(Cl)cc1Cl)N1CCCC1
0.9	-9	-4	COC1C(CO)OC(n2cnc3c(=S)nc(N)[nH]c32)C1O (centres undefined)
-1.1	18	-5	CC1CCC(NC(=O)c2ccc(COc3ccccc3)o2)CC1 (centres undefined)
-3.2	-3	-2	CCN(c1ccccc1)S(=O)(=O)c1ccc(C(=O)NNC(=O)c2ccccc2F)cc1
0.6	-1	6	CC(=O)N1CCN(S(=O)(=O)c2cccc(C(=O)NNC(=O)COc3ccc(F)cc3)c2)CC1
-0.4	1	-5	O=C(OCCOCCOC(=O)Oc1ccccc1)Oc1ccccc1
2.5	-12	-5	CCCn1c(N)c(C(=O)CSc2nnc(-c3cccs3)n2C2CC2)c(=O)[nH]c1=O
-2.5	-1	-4	Cc1cccc(C(=Cc2ccc([N+](=O)[O-])cc2)C(=O)O)c1
0.7	-11	-6	O=C(CCC1CCCCC1)NC1CCCCC1
-0.7	5	-5	Fc1ccc(-c2nc3c4ccccc4ccn3c2Cc2ccccc2)cc1
-0.6	2	-4	COc1ccc(-c2nnc3ccc(SCC(=O)N4CCN(c5ccccc5)CC4)nn23)cc1
-3.2	3	-6	O=C(Nc1ccc(S(=O)(=O)Nc2ncccn2)cc1)C12CC3CC(CC(Cl)(C3)C1)C2
-0.6	0	-8	CC(C)CC1NC(=O)N(CC(=O)Nc2ccc(-c3ccccc3)cc2)C1=O (centres undefined)
1.8	-19	-1	O=C(O)c1cccc(Nc2nc3ccccc3nc2NS(=O)(=O)c2ccccc2)c1
4.5	-5	-5	CC(C)C(NC(=O)c1ccc(Cl)cc1Cl)C(=O)N1CCC1 (centres undefined)
1.8	14	-4	Cc1cc(C)c(S(=O)(=O)N2CCC3(CC2)OCCN3S(=O)(=O)c2cccs2)c(C)c1
0.3	-3	-3	COc1cc2c(cc1OC)CN(C(=O)CN1C(=O)c3ccc([N+](=O)[O-])cc3C1=O)CC2
-1.1	4	-4	COc1ccc(S(=O)(=O)N(C)C[C@H]2Oc3ccc(NC(=O)Nc4ccc5c(c4)OCO5)cc3CC(=O)N([C@@H](C)CO)C[C@@H]2C)cc1
2.8	19	-6	CC(=O)Oc1ccc(C(=O)Nc2cccc(C(=O)c3ccc(C)c(C)c3)c2)cc1
-0.3	3	-5	COc1cccc([C@@H]2CC=C(C(=O)O)CN2S(=O)(=O)c2ccc(C)cc2)c1
0.5	3	7	Cc1ccc(S(=O)(=O)N2CCN(C(=O)COC(=O)c3cnc(C)cn3)CC2)c(C)c1
-0.1	1	-6	CCCNC(=O)CCNC(=O)[C@H](O)C(C)(C)CO
0.4	-2	6	CC1CCCCC12NC(=O)N(CC(=O)NCc1ccccc1)C2=O (centres undefined)
1.0	-4	-2	O=C(NNC(=O)c1cc(F)c(F)cc1Cl)c1ccc(NS(=O)(=O)c2cccs2)cc1
-0.9	122*	-3	CCN(C(=O)COC(=O)Cc1cccc2ccccc12)C1CCS(=O)(=O)C1 (centres undefined)
-1.9	-2	-2	COc1ccc(C(=O)NCCNC(=O)c2ccc(OC)cc2)cc1
1.5	-3	-5	CCN(CC(=O)NNC(=O)c1ccccc1)Cc1ccc(OC)c(F)c1

(further entries)
CRFBP-R2 agonist	CRFR2-BP antag	GalR3 antag	Molecule
-0.3	-7	-7	Cc1cccc(NC(=O)COc2coc(CN3CCN(c4ccccc4)CC3)cc2=O)c1C
-1.0	-1	-2	Cc1noc(C)c1NC(=O)N(C)C[C@H]1Oc2ccc(NC(=O)C3CCCCC3)cc2C(=O)N([C@H](C)CO)C[C@@H]1C
0.9	-3	-3	CCN(C[C@H]1N[C@@](C)(C(=O)OC)[C@H]2C(=O)N(Cc3ccccc3)C(=O)[C@@H]12)C(=O)NC(C)C
0.5	3	-2	CC1(C)C(=O)Nc2ccccc2N1C(=O)COC(=O)/C=C/c1ccc(OC(F)F)cc1
2.8	3	-5	CC(C)C[C@H]1CNC(=S)N1CC1CCCN1C[C@H](CC(C)C)N1C[C@H](CC(C)C)N(CCc2ccccc2)C1=S (some centres undefined)
8.5	-19	-3	Fc1ccc2cnc(-c3ccccc3)c(-c3cc(C(F)(F)F)cc(C(F)(F)F)c3)c2c1
3.3	-28	-3	COc1cccc(NC(=S)NC2CC(C)CC(C)(C)C2)c1 (centres undefined)
0.4	48	0	O=C(CNS(=O)(=O)c1ccc(Br)cc1Cl)OCC(=O)N1CCCC1=O
0.0	-13	-6	O=C(CN1C(=O)C2CCCCC2C1=O)Nc1cc(C(F)(F)F)ccc1N1CCCC1 (centres undefined)
3.1	1	-2	COc1ccc(/C=C/C(=O)Nc2cccc(S(=O)(=O)N3CCOCC3)c2)cc1OC
-0.6	-9	-1	Cc1ccc(NC(=O)c2ccc(-n3cncn3)c([N+](=O)[O-])c2)cc1F
0.1	-1	-3	Cc1cc(C)cc(N(CCC#N)C(=O)CSc2n[nH]c(N)n2)c1
-1.0	1	-2	CC1CCCCC12NC(=O)N(CC(=O)N1CCN(C(=O)c3ccco3)CC1)C2=O (centres undefined)
-0.3	-1	-2	CCc1noc(C)c1C(=O)Nc1nc2c(C)cccc2s1
-0.3	-12	-8	CC1(C)C[C@@H](O)[C@]2(C)CC[C@]3(C)C(=CCC4[C@@]5(C)CC[C@H](O)[C@](C)(CO)C5CC[C@]43C)[C@@H]2C1 (some centres undefined)
1.8	10	-10	Cc1ccnc(NC(=O)c2cccc(NC(=O)c3ccc(Cl)c(Cl)c3)c2)c1
1.0	-19	1	CC[C@]12c3[nH]c4ccccc4c3CCN1C(=O)C(CC(=O)NCc1ccco1)C[C@@H]2C(=O)N1CCN(C(=O)c2ccco2)CC1 (some centres undefined)
0.5	4	-6	Oc1cccnc1Sc1cccc(C(F)(F)F)c1
1.4	-7	-7	Cc1noc(C)c1CSCC(=O)Nc1nc2c(F)cc(F)cc2s1
-2.2	-1	4	COc1ccc(C2CC(=O)Nc3cc(OC)c(OC)cc32)cc1 (centres undefined)

Sorted by formula weight (falling): four of the compounds above.
CRFBP-R2 agonist	CRFR2-BP antag	GalR3 antag	Molecule
8.5	-19	-3	Fc1ccc2cnc(-c3ccccc3)c(-c3cc(C(F)(F)F)cc(C(F)(F)F)c3)c2c1
0.5	3	-2	CC1(C)C(=O)Nc2ccccc2N1C(=O)COC(=O)/C=C/c1ccc(OC(F)F)cc1
0.0	-13	-6	O=C(CN1C(=O)C2CCCCC2C1=O)Nc1cc(C(F)(F)F)ccc1N1CCCC1 (centres undefined)
-2.2	-1	4	COc1ccc(C2CC(=O)Nc3cc(OC)c(OC)cc32)cc1 (centres undefined)

Next section.
CRFBP-R2 agonist	CRFR2-BP antag	GalR3 antag	Molecule
-2.0	3	-6	CC1CCN(C(=O)c2[nH]cnc2C(=O)NCc2ccc(CNC(=O)OC(C)(C)C)cc2)CC1
-0.2	6	4	O=C(CNC(=O)c1ccccc1Br)Nc1cccc(S(=O)(=O)Nc2ccccc2Cl)c1
-0.1	6	-2	C[C@@H]1CN([C@H](C)CO)C(=O)c2cc(NS(=O)(=O)c3cn(C)cn3)ccc2O[C@H]1CN(C)C(=O)Nc1ccccc1
0.6	-5	-1	COc1ccc(C(=O)OCc2cc(=O)oc3c(C)c(C)ccc23)cc1S(=O)(=O)N1CCOCC1
-1.2	12	3	C[C@H](CO)N1C[C@H](C)[C@@H](CN(C)C(=O)NC2CCCCC2)Oc2c(NC(=O)C3CC3)cccc2C1=O
-2.6	-5	2	COc1ccc(C(=O)Nc2ccc(C)c(S(=O)(=O)N3CCOCC3)c2)cc1S(=O)(=O)N1CCCC1
6.2	6	0	CCOc1ccc(OCCC(=O)OCC(=O)N2CCN(S(=O)(=O)c3ccc(C)cc3C)CC2)cc1
2.3	-7	-5	CCN(c1ccccc1)S(=O)(=O)c1ccc(OC)c(NC(=O)c2ccco2)c1
-1.0	19	-2	C=C(c1ccccc1)c1ccccc1N
-0.9	40	-5	O=C(OCc1cn([C@@H]2C[C@H](c3ccccc3)N(C(=O)C3CCCCC3)C[C@H]2O)nn1)c1ccccc1
0.6	2	-1	CCCN(C(=O)COC(=O)CNS(=O)(=O)c1ccc(NC(C)=O)cc1)C1CCS(=O)(=O)C1 (centres undefined)
0.2	3	-6	COc1ccc(CNC(=O)CN2C(=O)NC(Cc3ccccc3)(c3ccccc3)C2=O)cc1OC (centres undefined)
-0.3	17	-4	CC(C)C[C@@H](C)C(=O)N(Cc1ccccc1)c1ccccc1
0.4	-15	-2	CC(C)c1ccc(NC(=O)CSc2nc(=O)[nH]c3c2CCCC3)cc1
0.3	-7	-3	Cc1ccc(S(=O)(=O)N2CCN(C(=O)Cn3c(=O)oc4ccccc43)CC2)cc1
0.8	-5	-6	COc1ccccc1C(CNC(=O)C1COc2ccccc2O1)N1CCCC1 (centres undefined)
0.4	-5	-2	COC(=O)c1ccccc1S(=O)(=O)N1CCC(C(=O)OCC(=O)NC2CCCCC2C)CC1 (centres undefined)
-1.2	4	-3	CCOC(=O)c1c(C)[nH]c(C(=O)COC(=O)Cn2cc(C(F)(F)F)ccc2=O)c1C
0.1	17	-2	Cc1ccc(NC(=O)CNC(=O)c2ccc(Br)o2)nc1

Compound profiles, from the list above. Screens in order: CRFBP-R2 agonist | CRFR2-BP antag | GalR3 antag
Shown for Cc1ccc(NC(=O)CNC(=O)c2ccc(Br)o2)nc1 : 0.1 | 17 | -2
Shown for COC(=O)c1ccccc1S(=O)(=O)N1CCC(C(=O)OCC(=O)NC2CCCCC2C)CC1 (centres undefined) : 0.4 | -5 | -2
Shown for O=C(OCc1cn([C@@H]2C[C@H](c3ccccc3)N(C(=O)C3CCCCC3)C[C@H]2O)nn1)c1ccccc1 : -0.9 | 40 | -5
Shown for COc1ccc(CNC(=O)CN2C(=O)NC(Cc3ccccc3)(c3ccccc3)C2=O)cc1OC (centres undefined) : 0.2 | 3 | -6
Shown for C[C@H](CO)N1C[C@H](C)[C@@H](CN(C)C(=O)NC2CCCCC2)Oc2c(NC(=O)C3CC3)cccc2C1=O : -1.2 | 12 | 3

A portion of the library (hit frequency here may not be typical).
